Assay outcomes deposited in PubChem BioAssay by several laboratories.
Mcl1-Bid inh: disrupts binding of human Mcl-1 to Bid peptide; Q07820; TR-FRET Mcl-1/Bid-Dy647 peptide binding, 1536-well; inhibition, % at 21.7 µM; hit rate 0.97% among 220,000;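 active means compounds that cut the binding signal by more than half at the single screening dose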;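 further: His-tagged Mcl-1 with europium anti-His antibody binding Bid BH3 peptide; 0% = Mcl-1 plus peptide wells and 100% = peptide-only wells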
Target sequence (Q07820 whole entry, looked up): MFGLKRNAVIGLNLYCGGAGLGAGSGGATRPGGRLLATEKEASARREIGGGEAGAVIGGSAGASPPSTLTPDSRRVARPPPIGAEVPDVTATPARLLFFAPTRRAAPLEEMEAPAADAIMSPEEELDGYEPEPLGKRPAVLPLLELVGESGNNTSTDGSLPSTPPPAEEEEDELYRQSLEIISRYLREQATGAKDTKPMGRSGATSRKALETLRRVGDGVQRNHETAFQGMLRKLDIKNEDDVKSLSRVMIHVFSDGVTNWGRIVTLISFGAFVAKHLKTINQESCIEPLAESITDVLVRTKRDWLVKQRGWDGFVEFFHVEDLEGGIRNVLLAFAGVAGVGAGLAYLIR
Rab2 wt GTP: changes GTP binding to wildtype dog Rab2A, up or down; P61105; GST-Rab2 wt beads, Bodipy-GTP binding, flow cytometry; GTP binding activity, % at 10 µM; hit rate 0.19% among 190,000;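 active means GTP binding activity at least 20 points away from 100%, either lowered or raised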;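 further: 0% = beads with excess unlabeled GTP and 100% = no-compound control corrected for plate trend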
Rac1 wt GTP bind: modulators of human Rac1 wildtype GTP binding | GST-Rac1 beads, fluorescent GTP binding, flow cytometry; actives lie on both sides; 0 = cold GTP competed, 100 = untreated | GTP binding activity (% of control), % at 10 µM | P63000 | hit rate 0.27% among 190,000;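 active means GTP binding activity at least 20 points away from the 100% control level, either lower or higher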
Pf gamet viab: kills late stage P. falciparum gametocytes; P. falciparum stage V gametocytes, ATP luminescence, 24 h; inhibition, % at 10.9 µM; hit rate 0.065% among 150,000;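 active means inhibition above the mean plus 3 SD of compounds within the control limits, set per campaign, cut at about 38% in these data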;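 further: 0% = DMSO wells and 100% = medium only without gametocytes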
Rac1 act GTP bind: alters GTP binding to activated mutant human Rac1 | P63000 | percent activity (GTP binding), % at 10 µM | hit rate 0.11% among 190,000 | GST-Rac1 activated beads, fluorescent GTP binding, flow cytometry; actives lie on both sides; 100% means binding = to untreated wells | AID 764;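 active means GTP binding at least 20 percentage points away from the 100% baseline, in either direction, so actives lie on both sides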
GSH fluor: compound fluoresces at 488/530 nm on GSH beads | GSH beads flow cytometry, compound fluorescence 488/530 nm; stronger effect = higher value | fluorescence (KMESF) at 10 µM | hit rate 0.25% among 190,000; in the data active means fluorescence above about 89;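 further: glutathione beads carrying GST-tagged Bcl family fusion proteins plus one bare bead set; values are compound well signal with DMSO vehicle wells as background; inactives centre near 16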
Mcl1-Noxa inh: Mcl-1/Noxa interaction inhibition | Q07820 | TR-FRET Mcl-1/Noxa peptide binding, 2 h | inhibition, % at 21.7 µM | AID 1022 | hit rate 1.5% among 220,000;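 active means compounds that cut the protein-peptide binding signal by more than 50% relative to plate controls in a single-dose test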;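 further: His-tagged Mcl-1 with rhodamine Noxa BH3 peptide and terbium anti-His antibody; 0% = Mcl-1 plus Noxa peptide wells and 100% = peptide-only wells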
Rab7 wt modul: alters GTP binding to wildtype dog Rab7; GTP binding activity (percent of control), % at 10 µM; AID 758; hit rate 0.055% among 190,000; GST-Rab7 beads, fluorescent GTP binding, flow cytometry; actives lie on both sides; untreated = 100%, excess cold GTP = 0%;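 active means fluorescent GTP binding to Rab7 beads changed by at least 20 points from the 100% baseline, either direction, mostly lower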;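 further: median green fluorescence of bound Bodipy-FL-GTP per Rab7 bead population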
Avidin bead fluor: compound fluoresces at 488/530 nm on avidin beads; hit rate 0.38% among 220,000; fluorescence (KMESF) at 10 µM; compound fluorescence 488/530 nm, flow cytometry; stronger effect = higher value; in the data active means fluorescence above about 47; further: inactives centre near 10
HRas wt GTP: human HRas wildtype GTP binding, change in either direction; GTP binding activity, % at 10 µM; P01112; hit rate 0.14% among 190,000; AID 759; GST-Ras wt beads, Bodipy-FL-GTP binding, flow cytometry; actives lie on both sides;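 active means GTP binding activity at least 20% away from the 100% baseline, either lowered as inhibitor or raised as activator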;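 further: 0% = unlabeled GTP competition control and 100% = no-compound control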
Target sequence (P01112 whole entry, looked up): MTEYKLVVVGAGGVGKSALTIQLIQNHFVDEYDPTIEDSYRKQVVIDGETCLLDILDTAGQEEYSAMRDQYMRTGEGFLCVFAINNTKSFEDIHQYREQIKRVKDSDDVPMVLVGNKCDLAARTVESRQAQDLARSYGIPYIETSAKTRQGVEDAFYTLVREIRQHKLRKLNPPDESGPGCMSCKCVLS
Cdc42 wt GTP: modulators (inhibitors or activators) of GTP binding to human Cdc42 wildtype; P60953; GST-Cdc42 beads, Bodipy-GTP binding, flow cytometry; actives lie on both sides; percent activity (GTP binding), % at 10 µM; hit rate 0.2% among 190,000;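 active means percent activity GTP binding at least 20 points away from the 100% baseline, either down as inhibitor or up as activator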;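 further: median bead fluorescence of bound Bodipy-FL-GTP at 100 nM; 0% = excess unlabeled GTP control and 100% = no compound control; below 100% means less GTP binding so inhibitor and above means activator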
Target sequence (P60953 whole entry, looked up): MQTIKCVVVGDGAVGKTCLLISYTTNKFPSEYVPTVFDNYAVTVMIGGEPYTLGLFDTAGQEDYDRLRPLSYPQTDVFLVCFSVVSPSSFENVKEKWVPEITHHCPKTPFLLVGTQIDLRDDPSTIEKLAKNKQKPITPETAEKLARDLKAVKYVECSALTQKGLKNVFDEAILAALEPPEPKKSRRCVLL
Starred values were filed as active, the others as inactive; . = no result given.

no.	smiles	Mcl1-Bid inh	Rab2 wt GTP	Rac1 wt GTP bind	Pf gamet viab	Rac1 act GTP bind	GSH fluor	Mcl1-Noxa inh	Rab7 wt modul	Avidin bead fluor	HRas wt GTP	Cdc42 wt GTP
1	COc1ccc(/C=N/NC(=O)c2cccc(COCC(F)(F)C(F)F)c2)cc1	-27	99	100	2	100	10	1	100	3	101	99
2	COc1ccc(CCn2cnc(=O)c(C#N)c2C)cc1OC	-10	96	100	.	96	11	12	100	24	97	99
3	O=C(CSC1=NCCN1)Nc1cccc(C(F)(F)F)c1	-27	97	98	17	96	20	7	97	10	95	107
4	O=C(NCCc1ccccc1)c1cnc2ccccn2c1=O	-15	99	97	.	98	12	10	96	21	99	98
5	COc1ccc(Cc2n[nH]c(=S)n2N)cc1OC	-44	99	96	.	96	11	12	104	18	100	97
6	Cc1cc(NC(=O)CCCC(=O)N(CC(=O)NCCc2ccccc2)Cc2ccc(F)cc2)no1	-3	101	104	8	99	38	-18	99	15	100	101
7	O=C(Nc1ccc(S(=O)(=O)N2CCOCC2)cc1)c1ccc(Br)o1	-16	99	102	.	100	33	-4	99	16	100	102
8	CCCc1nnc(NC(=O)CNc2ccc(F)cc2)s1	-61	97	100	.	95	47	13	102	11	102	104
9	COc1ccc(-c2cc(C(=O)NN)[nH]n2)cc1OC	-21	96	96	4	94	14	-12	105	9	96	92
10	O=C(C1CCCO1)N1CCN(Cc2c(O)ccc3ccccc23)CC1 (stereo not given)	-21	99	100	.	97	16	12	98	61*	98	99
11	CCOc1ccc(N(CC(=O)NC2CCCCC2)S(=O)(=O)c2c(C)noc2C)cc1	7	100	104	.	98	16	6	101	26	98	101
12	O=C(Nc1ccccc1)c1cnc[nH]1	-8	96	98	17	97	13	2	99	40	98	98
13	CCc1ccc(OCc2n[nH]c(=S)n2C(C)CCCC(C)C)cc1 (stereo not given)	-74	89	91	.	86	16	-42	100	8	91	89
14	Cn1c2ccccc2c2cnn(CC(=O)O)c(=O)c21	21	100	101	.	98	18	6	99	28	100	100
15	CSc1cccc(NC(=S)N2CCC(N(C)C3CCCCC3C)CC2)c1 (stereo not given)	-38	106	108	5	104	15	7	103	12	104	101
16	COc1ccc(CCNC(=O)Cc2cccs2)cc1	-37	100	103	-14	99	3	19	97	7	100	102
17	NNc1nnc(-c2ccccc2)c(-c2ccccc2)n1	-6	92	93	.	92	22	-26	87	9	87	93
18	COc1ccc(CC(=O)N(Cc2cc3cc(OC)ccc3[nH]c2=O)C(C)C)cc1	-2	103	105	6	99	19	9	105	7	104	105
19	Cc1ccc(/C=C2/SC(=S)N(CCC(=O)N3CCN(C)CC3)C2=O)cc1	-1	93	92	-10	92	10	0	97	10	93	95
20	CC(NC(=O)CSc1nc2ccccc2c(=O)n1CCCO)c1ccccc1 (stereo not given)	-27	92	91	14	91	34	.	94	9	93	94
21	CC(C)C(NC(=O)C1CCCCC1)C(=O)Nc1ccncc1 (stereo not given)	-24	104	110	13	103	10	14	102	11	104	106
22	c1ccc(-c2noc(-c3ccc4c(c3)OCO4)n2)nc1	-18	101	105	.	100	28	16	100	11	103	99
23	Cc1ccc(-n2cc(CN(C)Cc3ncc[nH]3)c(-c3cccc(C)c3)n2)cc1	-24	95	99	.	98	12	2	95	11	95	99
24	C#CCOCCOCCOCCNc1nc(N2CCN(C(=O)[C@H](CCC(=O)O)n3cc(C(N)CO)nn3)CC2)nc(N2CCN(C(=O)[C@H](Cc3ccc(O)cc3)n3cc(C(N)[C@H](C)CC)nn3)CC2)n1 (stereo not given in full)	63*	100	102	.	100	20	34	97	6	100	98
25	CCCCC(=O)Nc1cc(C(=O)NCCc2ccccc2)ccc1Cl	-9	102	109	.	101	18	13	102	14	102	107
26	CCc1ccccc1NC(=O)c1cc(C2CC2)on1	-10	100	106	.	101	20	6	99	7	102	104
27	N#CC1=C(N)Oc2cc(O)ccc2C1c1cccnc1 (stereo not given)	-48	96	93	-15	93	11	0	102	21	97	95
28	CC(=O)c1c(N2CCN(CCO)CC2)nc(=S)n(-c2ccccc2)c1C	-17	97	98	5	95	15	16	99	12	97	97
29	Cc1nc(CS(=O)(=O)c2ccc(Cl)cc2)cc(Sc2ccc(Cl)cc2)n1	-4	97	95	-7	94	25	-7	95	13	99	97
30	N=c1n(Cc2ccc(Cl)cc2)c2ccccc2n1CC(O)COc1ccccc1 (stereo not given)	-6	101	98	12	101	18	32	98	6	99	102
31	COc1ccc(NC(=O)CSc2ccc(C)cc2)cc1	-13	99	102	.	97	68	21	92	7	98	102
32	O=C(CCCN1C(=O)C2C3C=CC(C3)C2C1=O)N1CCN(c2ccccc2)CC1 (stereo not given)	-36	107	106	-27	101	16	-2	98	17	106	109
33	O=C(Nc1ccc2nc(-c3ccco3)c(-c3ccco3)nc2c1)NC1CC1	29	88	94	.	93	15	102*	94	2	90	89
34	O=C(Nn1cnnc1)c1cc([N+](=O)[O-])cc([N+](=O)[O-])c1	-37	102	104	.	101	20	-11	103	6	102	101
35	c1cncc(CNc2ncnc3sccc23)c1	-13	96	101	.	97	11	13	93	14	98	94
36	CCCNC(=O)c1ccc2snnc2c1	-7	100	102	-4	100	15	-13	94	8	100	99
37	CC(=O)Nc1ccc(NC(=O)Nc2ccc3c(c2)N(C)C(=O)CS3)cc1	-16	96	101	-4	95	10	37	91	11	92	98
38	CCc1cc2c(=O)c(-c3nc4ccccc4n3C)c(C)oc2c(CN2CCOCC2)c1O	-13	101	103	14	100	30	-18	102	11	104	105
39	Cc1ccc(SCn2nnc3ccccc3c2=O)c(C)c1	7	96	101	-16	97	11	19	104	11	100	97
40	CCOc1cc(/C=C/c2cc(C(=O)O)c3ccccc3n2)ccc1O	-28	92	97	-35	94	8	44	98	16	94	98
41	CSc1ncccc1C(=O)OCC(=O)N(CC(C)C)C1CCS(=O)(=O)C1 (stereo not given)	-16	100	100	5	95	8	8	99	13	100	99
42	CCCCNC(=O)Nc1c(C(=O)OCC)[nH]c2ccccc12	-23	102	104	9	101	11	2	101	13	101	103
43	CCOC(=O)N1CCC(NC(=O)c2cc(S(=O)(=O)N(CC)CC)ccc2F)CC1	-9	99	104	.	100	43	6	99	7	99	101
44	CCN(CC)c1ccc(/C=N/NC(=O)Cc2cccs2)c(O)c1	-36	98	106	.	99	8	-20	100	4	100	102
45	O=C(NS(=O)(=O)c1ccccc1)c1ccccc1O	19	95	94	4	95	25	25	94	16	96	97
46	COc1cccc(NC(=O)c2cc([N+](=O)[O-])ccc2NCc2cccnc2)c1	-15	98	101	.	100	8	2	99	1	100	101
47	COc1ccccc1C(=O)NNC(=O)c1ccccc1F	-20	101	104	.	100	15	6	99	16	103	104
48	COc1cc(C(=O)Nc2ccc3c(c2)OCCO3)ccc1OC(C)C	1	101	101	11	96	36	4	99	5	101	100
49	Cc1cc([N+](=O)[O-])nn1CC(=O)NCCCn1ccnc1	-11	96	97	-7	97	20	-4	95	103*	95	99
50	NCCCCCc1nnc(SCC(=O)c2ccc(Cl)cc2)o1	-68	96	100	-32	98	42	2	95	7	99	99
51	COc1cc(/C=C/C(=O)NCc2cccnc2)cc(OC)c1OC	-33	102	107	.	99	22	0	101	13	102	101
52	CN(CCc1ccccn1)C(=O)c1nn2c(C(F)(F)F)cc(-c3ccco3)nc2c1Cl	-19	105	114	-21	101	13	12	100	10	103	105
53	Cc1ccc(C)c(OCc2nc3ccc(S(=O)(=O)Nc4c(C)n(C)n(-c5ccccc5)c4=O)cc3[nH]2)c1	-12	96	99	7	94	12	6	102	13	95	96
54	COc1ccc(CCNC(=O)CCCn2nc(C)c([N+](=O)[O-])c2C)cc1OC	-18	100	99	10	95	25	-6	104	10	95	97
55	O=C(CN1CCN(C(=O)c2ccco2)CC1)Nc1c2c(nc3c1CCC3)CCCC2	51*	102	106	3	101	25	-19	99	33	100	100
56	O=C(Nc1cccc(S(=O)(=O)NC2=NCCCCC2)c1)c1cc(-c2ccncc2)nc2ccccc12	-7	102	103	-39	95	12	54*	103	21	102	102
57	COCCCN=C1NN=C(c2cc(C)n(-c3ccccc3F)c2C)CS1	-7	98	97	-10	98	19	3	95	5	96	94

An unsorted share of the library, and some 3% of all compounds hit somewhere here.
